GLP-1R agonist: agonists of human GLP-1 receptor. P43220. HEK293 GLP-1R CRE-luciferase, luminescence, 4-6 h; cells express a hypersensitive GLP-1R form. Potency, µM (highest dose often 45.6 µM), inactives show top-dose activation, actives largely listed as activators. 380,000 compounds, 0.007% hits; note: potency is the fitted concentration of half-maximal effect; % of control where 0% means no effect
Target sequence (P43220 whole entry, looked up): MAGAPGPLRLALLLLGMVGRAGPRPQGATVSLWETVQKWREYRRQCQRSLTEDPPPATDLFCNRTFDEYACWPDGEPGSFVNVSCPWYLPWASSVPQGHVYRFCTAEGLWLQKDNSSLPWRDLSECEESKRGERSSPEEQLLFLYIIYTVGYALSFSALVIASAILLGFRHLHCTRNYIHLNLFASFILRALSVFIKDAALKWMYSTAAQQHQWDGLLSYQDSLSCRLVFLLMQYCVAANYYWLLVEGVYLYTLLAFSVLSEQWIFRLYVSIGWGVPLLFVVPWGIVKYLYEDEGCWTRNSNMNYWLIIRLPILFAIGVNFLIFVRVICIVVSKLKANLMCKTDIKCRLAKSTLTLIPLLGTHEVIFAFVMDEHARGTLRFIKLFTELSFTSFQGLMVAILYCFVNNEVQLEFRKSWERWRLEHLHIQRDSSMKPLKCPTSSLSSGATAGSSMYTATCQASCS
GLP-1R inv ag: GLP-1 receptor (human) inverse agonism; P43220; HEK293 GLP-1R CRE-luciferase, luminescence, 24 h; GLP-1R form is constitutively active; Potency, µM (top dose mostly 38.3 µM), for inactives: at the highest dose activity change, negative = inhibition, usual class: inhibitors; 410,000 compounds, 1.6% hits; AID 624417; note: potency is the fitted concentration of half-maximal effect; % is set by controls: 0 for no effect and ±100 for the full control effect; nearly all actives have a fitted effect of over 55% in size
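Inverse agonists were sought by their lowering of basal cAMP reporter luciferase output in HEK293 cells stably carrying constitutively active human GLP-1R, after 24 h compound treatment.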
EPAC1 agonist: activates human EPAC1 exchange factor; EPAC1 agonist qHTS, biochemical assay; response scale: 100% = response to 6.5 mM cAMP; Potency, µM (doses to about 154 µM), for inactives: at the highest dose activation, hits mostly activators; O95398; 360,000 compounds, 0.073% hits; note: potency is the fitted concentration of half-maximal effect; nearly all actives have a fitted effect of over 60% in size
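EPAC1 100 nM, Rap1B–BODIPY-GDP 250 nM, unlabeled GDP 50 uM; compound titration; 5 min RT; kinetic read ex480/em540 at 5-min intervals ×30 min; data normalized to 6.5 mM cAMP agonist control.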
PTHR1 agonist: agonists of human PTHR1 parathyroid hormone receptor; HEK293 GP2 PTHR1 cells, GloSensor cAMP luminescence, 1 h; Potency, µM (doses to about 115 µM), for inactives: at the highest dose activation, usual class: activators; AID 743266; 410,000 compounds, 0.075% hits; note: potency is the fitted concentration of half-maximal effect; nearly all actives have a fitted effect of over 55% in size; some results filed as inactive show a strong effect at the top dose; inactives centre near -15; many of its hits are not listed in these tables
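HEK-293-derived GP2 cells expressing PTHR1 and a GloSensor cAMP reporter, 3,000/well, plated overnight, given luciferin plus IBMX (each 0.5 mM as added) for 1 h at 37 °C, then compound for 1 h at 37 °C. Luminescence was read after 15 min at room temperature.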
EPAC1 antag: EPAC1 (human) antagonism | O95398 | EPAC1 GEF assay, Rap1b-BODIPY-GDP exchange fluorescence | Potency, µM (highest dose often 115 µM), for the others: top-dose activity change, negative = inhibition, most hits filed as inhibitors | 360,000 compounds, 0.14% hits | AID 720709;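 note: potency is the fitted concentration of half-maximal effect; plate controls were vehicle for no effect and positive control for full effect; nearly all actives have a fitted effect of over 50% in size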
IL-2 act: activators of IL-2; IL-2 activation reporter assay, cell-based qHTS; stimulated with anti-CD3/CD4/CD28 beads; in transgenic mouse T cells; activation, % (series mostly up to about 46 µM); 360,000 compounds, 0.065% hits; AID 652025; in the data active = activation above about 50%; inconclusive = mostly about 30% to 49%; note: 0% is about no effect
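Readout: EGFP and DsRed signals by fluorescent plate cytometry. Unstimulated transgenic mouse T cells received compound 60 min before antibody-bead stimulation, then incubated 18 h at 37 degrees C.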
GLP1R cytotox: cytotoxic in the GLP-1 receptor inverse agonist counter-screen; HEK293 cAMP-luciferase reporter cells, luminescence, 24 h; Potency, µM (highest dose often 38.3 µM), inactives show top-dose activity change, negative = inhibition, actives largely listed as inhibitors; 410,000 compounds, 0.13% hits;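 note: loss of luciferase light is scored as toxicity; potency is the fitted concentration of half-maximal effect; % is set by controls: 0 for no effect and ±100 for the full control effect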
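1536-well qHTS counterscreen of the MLSMR; 200 cells/uL, 12 h pre-incubation, 23 nL cpd, 24 h at 37 deg C 5% CO2, luciferase detection reagent, 12 min RT, luminescence. Inhibition = undesired.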
PI5P4K alpha inh: inhibitors of human PI5P4K alpha. P48426. PI5P4Kalpha enzyme, ADP-Glo luminescence, 60 min; stronger effect = lower value. max response, %. 330,000 compounds, 1.2% hits. AID 652105; active = max response of -50% or lower; inconclusive = between -30% and -50%; inactive = -30% or higher; note: value at the top dose of about 77 µM; % is set by controls: 0 for no effect and ±100 for the full control effect
Target sequence (P48426 whole entry, looked up): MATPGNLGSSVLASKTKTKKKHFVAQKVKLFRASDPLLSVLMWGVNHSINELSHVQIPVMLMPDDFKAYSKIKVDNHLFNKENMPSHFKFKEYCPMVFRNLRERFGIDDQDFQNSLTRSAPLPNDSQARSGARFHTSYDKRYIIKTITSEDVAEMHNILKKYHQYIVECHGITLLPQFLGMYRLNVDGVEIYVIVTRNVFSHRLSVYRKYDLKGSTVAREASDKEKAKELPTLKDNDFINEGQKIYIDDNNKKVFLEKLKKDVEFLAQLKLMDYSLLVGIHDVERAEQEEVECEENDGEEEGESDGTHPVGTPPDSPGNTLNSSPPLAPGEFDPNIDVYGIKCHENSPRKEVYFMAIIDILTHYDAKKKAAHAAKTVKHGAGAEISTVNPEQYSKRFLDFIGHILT
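Enzyme plus substrate dispensed, test compounds pinned in, then ATP (5 microM final) added. After 60 min at RT, ADP-Glo reagent 1 for 45 min and reagent 2 for 30 min preceded luminescence imaging.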
PLK1 PBD block: blocks phosphopeptide binding to human PLK1 polo-box domain; Plk1 PBD binding of FITC phosphopeptide, fluorescence polarization; Potency, µM, for the others: max response, negative = inhibition, usual class: inhibitors; 360,000 compounds, 2.8% hits; note: potency is the fitted concentration of half-maximal effect; series mostly up to about 57 µM; % is set by controls: 0 for no effect and ±100 for the full control effect; nearly all actives have a fitted effect of over 65% in size
Starred values were filed as active, the others as inactive; i = inactive; ? = inconclusive; · = no result given; [ ] = another dose, or the depositor's remark. Unless noted, calls come from the whole dose curve; as a rule, active = well fitted curve in the direction sought with a large enough effect; inconclusive = small, poorly fitted or top-dose-only effect, or another doubt; inactive = no such curve, though single readings can be large; an effect the other way counts as inactive or inconclusive. A portion of the library; the hit share may differ from the screen's.

The line under a structure holds: GLP-1R agonist	GLP-1R inv ag	EPAC1 agonist	PTHR1 agonist	EPAC1 antag	IL-2 act	GLP1R cytotox	PI5P4K alpha inh	PLK1 PBD block
> Cc1ccnc(NC(=O)CSc2ccc3c(c2)OCCO3)c1
    16%	-11%	-18%	-7%	-5%	0.5	-8%	4	-30%
> O=C(Cc1ccc(Cl)cc1)Nc1ccc(-c2nnc(-c3ccco3)o2)cc1
    -11%	10µM*	12%	i	0%	-1.5	?	1	-5%
> Cc1csc2ncc(C(=O)Nc3ccccc3Cl)c(=O)n12
    -5%	6%	-3%	i	0%	-0.5	5%	-5	1%
> COc1ccc(CNC(=O)[C@H](Cc2c[nH]c3ccccc23)NC(C)=O)cc1OC
    6%	11%	-4%	i	20%	0.1	-6%	0	-4%
> CCSc1nnc(NC(=O)c2cc(C)nc3ccccc23)s1
    -3%	-15%	3%	i	-15%	-0.7	-7%	0	-14%
> CCc1ccccc1NC(=O)CSc1nc2ccccc2n1CC(=O)N(C)C
    -11%	5%	-1%	i	15%	0.9	-7%	·	-5%
> COCCn1c(CN(Cc2ccccc2)Cc2ccccc2)nc2c1c(=O)n(C)c(=O)n2C
    20%	?	-8%	-32%	-17%	-2.0	-7%	8	-2%
> O=C(c1cccc(Br)c1)c1nc2ccccc2[nH]c1=O
    9%	31%[activator]	4%	-13%	-25%	-0.8	3%	-1	-17%
> CC#CCN(Cc1ccco1)C(=O)C1CCC(=O)N(Cc2ccccc2F)C1 (stereo not drawn)
    15%	9%	2%	i	-3%	0.7	12%	-2	-2%
> O=C(NC1CCCCCCC1)c1cccc(Cl)c1
    18%	?	5%	-6%	2%	-2.7	-9%	-8	1%
> COc1ccccc1N(CC(O)COc1c(C)cc(C)cc1C)S(=O)(=O)c1ccccc1 (stereo not drawn)
    -3%	?	2%	-32%[inhibitor]	-21%	-3.4	-2%	-3	-1%
> Cc1ccc(S(=O)(=O)NC2CCCC(C(=O)O)C2)cc1 (stereo not drawn)
    -7%	0%	-1%	-7%[57.5 µM]	9%	-1.8	-5%	-1	-15%
> COc1cc(C2C3=C(CCCC3=O)Nc3[nH]n(-c4ccccc4)c(=O)c32)cc(OC)c1OC (stereo not drawn)
    -6%	6%	-4%	i	23%	6.4	-14%	1	-2%
> Cc1nc2ccc(C(=O)OCc3nnc(-c4ccc(Br)cc4)o3)cc2nc1C
    1%	15%	-8%	i	-9%	2.5	0%	-11	-10%
> CCS(=O)(=O)c1nc(S(=O)(=O)c2ccc(C)cc2)c(N2CC(C)CC(C)C2)s1 (stereo not drawn)
    9%	?	-4%	-3%	-1%	-2.3	-3%	11	0%
> COc1ccc(CN(C)C(=O)c2cc(-c3ccc(C)cc3C)nc3ccccc23)c(OC)c1OC
    18%	?	16%	-22%	-17%	-0.7	?	9	-7%
> O=C(NCc1cccnc1)c1cccc(OC2CCN(Cc3ccc(CO)o3)CC2)c1
    -4%	-16%	1%	1%	-9%	-0.8	8%	4	-12%
> CCC(C)(C)NC(=O)C(c1cccn1C)N(C(=O)Cn1nnc2ccccc21)c1ccc(F)cc1 (stereo not drawn)
    -11%	9%	11%	-1%[57.5 µM]	-9%	0.3	2%	12	-1%
> COCc1cc(C(C)=O)ccc1OCC(=O)Nc1ccc(NC(C)=O)cc1
    8%	13%	-10%	-4%	-25%	-0.1	0%	-18	-2%
> CC(=O)c1cccc(NC(=O)CN(C)S(=O)(=O)c2ccc3c(c2)CC(C)N3C(C)=O)c1 (stereo not drawn)
    1%	3%	-7%	-16%	11%	-2.0	1%	-1	2%
> COCCCN1C(=O)C(O)=C(C(C)=O)C1c1cccc(F)c1 (stereo not drawn)
    -7%	2%	-4%	i	13%	-1.1	-8%	-2	3%
> Cc1cc(NC(=O)c2ccc(NC(=O)c3cccs3)cc2)no1
    1%	0%	5%	i	1%	1.9	-17%	4	-6%
> COc1ccc(C)cc1NC(=O)C(NC(=O)c1cc(OC)c(OC)c(OC)c1)C(C)C (stereo not drawn)
    10%	13%	-4%	i	-3%	0.1	-17%	-3	30µM*
> COc1ccc2nccc(/C=C/c3ccnc4ccc(OC)cc34)c2c1
    16%	71%[activator]	8%	-8%	-23%	-3.3	32%[activator]	2	-6%
> COc1ccc(NC(=O)CCc2nc3ccccc3s2)c(OC)c1
    13%	-14%	-3%	-67%	-17%	-0.7	2%	?	-30%
> Brc1ccc(-c2ncc3ccccn23)cc1
    10%	17%	13%	i	-14%	-0.2	4%	1	-10%
> O=C(COc1ccc2ccccc2c1)Nc1cccnc1Cl
    7%	3%	-4%	i	-15%	-0.3	-6%	-8	1%
> NC(=O)C1CCN(C(=O)c2ccc3c(=O)n(Cc4cccc(Br)c4)c(=S)[nH]c3c2)CC1
    1%	-20%	-1%	i	-19%	-2.8	-12%	-15	-18%
> O=C(/C=C/c1ccccc1Cl)N(c1ccccn1)C1CCCCC1
    -1%	-37%	-1%	i	8%	-1.3	1%	11	-3%
> O=C(O/N=C1\CCS(=O)(=O)c2sccc21)c1ccccc1
    -2%	2%	5%	-18%[57.5 µM]	-17%	-0.4	58%[activator]	2	-8%
> CCCN(CC1CC1)C(=O)COC(=O)c1ccc2c(c1)C(=O)N(c1ccc(OCC)cc1)C2=O
    23%	?	-4%	-27%	-4%	-1.7	-18%	7	-6%
> O=C(NCCOc1ccc(Cl)cc1)C1CC(=O)N(c2ccc(F)cc2)C1 (stereo not drawn)
    2%	0%	7%	-54%[inhibitor]	6%	-1.3	-2%	·	-5%
> CC12CCC(C(=O)N(CC(=O)O)C1=O)C2(C)C (stereo not drawn)
    4%	-3%	7%	-55%[inhibitor]	?	1.6	-5%	0	-7%
> Cn1cccc1/C=C1\SC(=S)N(NC(=O)c2cccc(Cl)c2)C1=O
    -2%	-1%	?	-16%	-27%	-3.7	3%	-7	35%[activator]
> COc1cccc(CN2CC(C(=O)NCc3ncc(C)[nH]3)CCC2=O)c1 (stereo not drawn)
    -6%	10%	-8%	i	15%	2.1	-9%	-4	-2%
> COc1ccc(C2c3c(ccc4ccccc34)Oc3ncn4nc(Cc5ccccc5)nc4c32)cc1OC (stereo not drawn)
    14%	-18%	9%	-1%	-2%	-0.3	-20%	-1	4%
> CCCNC(=O)Nc1cccc(NC(C)=O)c1
    -2%	5%	-12%	i	-7%	-1.6	-7%	1	-4%
> O=C(NCc1cccc(C(F)(F)F)c1)C1CC(c2cccc(F)c2)=NO1 (stereo not drawn)
    4%	?	-6%	-15%	-5%	2.3	-17%	-2	2%
> CCOc1ccc(Nc2nnc(Cc3ccc(OC)cc3)c(=O)[nH]2)cc1
    -1%	4%	-4%	-2%	-19%	-0.1	-10%	-2	-3%
> Cc1ccc(C(=O)OCC(=O)N2C(C)CCCC2C)cc1S(=O)(=O)N1CCCCC1 (stereo not drawn)
    21%	-17%	6%	-28%	6%	-2.6	1%	3	-10%
> Cc1ccc(SCc2ccc(C(=O)N3CCCCC3)cc2)cc1
    -12%	?	4%	-2%	-17%	-2.8	17%	-4	-7%
> Cc1nn(Cc2ccccc2)c(C)c1NC(=O)c1ccc([N+](=O)[O-])cc1[N+](=O)[O-]
    13%	-6%	-8%	-8%	-13%	0.4	-9%	-6	-7%
> CC(C)Cn1c(=S)[nH]c2cc(Cl)ccc21
    20%	-4%[0.307 µM]	3%	-27%	-15%	-1.1	10%[0.307 µM]	1	24µM*
> O=C(CCNC(=O)c1ccc(Br)cc1)Nc1cc(Cl)ccc1-n1cncn1
    7%	-24%	-1%	i	9%	-4.1	-2%	-5	1%
> CCCC[C@H]1COCCS(=O)(=O)N1Cc1ccc(F)cc1
    2%	-4%	-11%	-13%	4%	-3.2	12%	9	-4%
> CCOC(=O)C1=CN(Cc2cccc(Br)c2)S(=O)(=O)NC1C (stereo not drawn)
    1%	-17%	-3%	-7%	-10%	-0.6	4%	2	-8%
> COCCN(CC(=O)Nc1cccc(C)c1C)C(=O)Cc1cccs1
    -3%	11%	7%	-17%	0%	0.2	3%	-21	6%
> CC1=N/C(=C\c2ccc3c(c2)OCO3)C(=O)N1c1ccc(C(=O)O)cc1
    -5%	22%	-5%	-8%	-1%	3.2	-13%	-2	6%
> Cc1cccc(CNc2ncnc3ccc(-c4ccccc4Cl)cc23)c1
    21%	·	5%	-91%[inhibitor]	-9%	0.1	·	·	·
> O=C(CCN1C(=O)c2ccccc2C1=O)NCc1ccco1
    -3%	-4%	5%	i	20%	-2.9	2%	·	-17%

Additional results:
The line under a structure holds: GLP-1R agonist	GLP-1R inv ag	EPAC1 agonist	PTHR1 agonist	EPAC1 antag	IL-2 act	GLP1R cytotox	PI5P4K alpha inh	PLK1 PBD block
> COC(=O)c1scc2c(Oc3ccccc3)cc(C(F)(F)F)nc12
    22%	-18%	-1%	-3%	7%	0.3	30%	-6	-28%
> Cc1ccccc1-c1nc(CN2CCC(C(=O)NC3CCN(Cc4ccccc4)CC3)CC2)c(C)o1
    -4%	-28%	19%	i	-8%	-2.7	8%	-14	-12%
> Cc1ccsc1C(=O)NNC(=O)CCN1CCN(c2ccccc2)CC1
    9%	6%	1%	-12%	-12%	-1.3	11%	5	-15%
> COc1ccc(CC(N)c2csc(Nc3nc(C)cnc3C)n2)cc1 (stereo not drawn)
    4%	-33%	-7%	4%	-10%	-0.6	-28%	-3	-4%
> COc1cccc(CN2CCNC(=O)C2CC(=O)NCCn2cccn2)c1OC (stereo not drawn)
    9%	21%	10%	i	5%	-0.2	-6%	0	-10%
> O=C(CN(c1ccccc1)S(=O)(=O)c1ccccc1)NCCSc1ccccn1
    6%	-6%[7.66 µM]	2%	-13%	?	0.1	11%[7.66 µM]	0	1%

Screening results deposited in PubChem BioAssay by National Center for Advancing Translational Sciences (NCATS).
